Source: PubChem
MPTP block: inhibitors of mitochondrial permeability transition pore; inhibition, % at 10 µM; AID 602449; 360,000 tested, 1.4% active; isolated mouse mitochondria, Ca2+ swelling absorbance, 30 min;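 active = inhibition of 50% or more, scaled per plate between neutral and stimulator controls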;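 note: 0% = DMSO wells given calcium and 100% = 1 mM EGTA wells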
ATG4B inh: ATG4B (human) cysteine protease inhibition; Q9Y4P1; ATG4B cleavage of LC3-PLA2, NBD-HPC fluorescence, 1 h; inhibition, % at 8.33 µM; 340,000 tested, 0.51% active; in the data active = inhibition above about 40%
Target sequence (Q9Y4P1 whole entry, looked up): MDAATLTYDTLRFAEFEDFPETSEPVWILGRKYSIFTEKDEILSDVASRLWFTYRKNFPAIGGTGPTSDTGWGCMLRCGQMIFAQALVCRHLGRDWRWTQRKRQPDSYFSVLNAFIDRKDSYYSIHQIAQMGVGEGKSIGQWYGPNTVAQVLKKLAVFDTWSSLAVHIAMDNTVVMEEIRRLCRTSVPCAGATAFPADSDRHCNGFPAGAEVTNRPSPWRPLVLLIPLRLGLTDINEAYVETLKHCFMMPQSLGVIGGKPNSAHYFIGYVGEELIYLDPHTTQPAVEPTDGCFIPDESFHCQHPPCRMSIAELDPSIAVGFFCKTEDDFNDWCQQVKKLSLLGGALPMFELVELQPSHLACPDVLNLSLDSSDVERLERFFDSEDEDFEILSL
An asterisk follows results filed as active; x = no result given. An excerpt; count on the stated rates, not on these rows.

The line under a structure holds: MPTP block	ATG4B inh
> CCc1ccc(-c2nn(-c3ccccc3)cc2CSC(=N)N)cc1
    x	13
> COc1cc(/C=N/Nc2ccccc2)ccc1OC(=O)c1cccs1
    x	1
> O=[N+]([O-])c1ccc2c(c1)N([O-])C1(CCCCC1)[N+]2=O
    x	-3
> CCOC(=O)C1=C(c2ccc(OC)cc2)C(=O)c2ccccc2C1=O
    x	20
> COc1ccc(S(=O)(=O)N2CCN(C(=O)COc3ccc4c(C)cc(=O)oc4c3)CC2)cc1
    x	-13
> COc1ccccc1NS(=O)(=O)c1cc(C(=O)NC2CCN(Cc3ccccc3)CC2)ccc1C
    x	-10
> COc1ccc(C2CC(c3cccs3)=NN2c2ccc(C=O)cc2)cc1 (configuration not stated)
    x	13
> CC(C)(C)n1ncc2c(=O)n(CC(=O)N3CCN(c4ccccc4)CC3)cnc21
    x	-9
> Cc1ccccc1N=Nc1c(C)[nH]n(-c2ccccc2)c1=O
    x	4
> Cc1ccc(S(=O)(=O)N[C@@H](C)CO)cc1
    -0.5	x
> COC(=O)c1ccc2nc(-c3ccc(F)cc3)c(Cc3ccc(C)cc3)n2c1
    0.0	x
> C[C@@H](NC(=O)[C@@H]1CCCN1C(=O)[C@@H]1CCCN1C(=O)c1cccc(Cl)c1)c1ccccc1
    -1.3	x
> Cc1cc(NC(=O)c2ccc3sc([C@@H]4O[C@H](CO)[C@H](O)[C@H](O)[C@H]4O)nc3c2)n(C)n1
    -1.2	x
> CCC(C(=O)NC(C)(C)C)n1c(-c2ccc3c(c2)OCO3)nc2ccccc21 (configuration not stated)
    2.7	x
> Fc1ccc(-c2nc3ccc(Cl)cn3c2Cc2cccc(F)c2)cc1
    -0.3	x
> COCCc1ccc(OC2(C)CCN(Cc3cccn3-c3nccs3)C2)cc1 (configuration not stated)
    2.1	x
> COc1ccccc1-c1cnc(C(O)c2ccc(C)cc2C)[nH]1 (configuration not stated)
    -0.5	x
> CCC(=O)N1CCC1(C)C(=O)Nc1cc(-c2ccccc2)nn1C (configuration not stated)
    0.7	x
> CCOC1=C2CN(S(=O)(=O)c3ccc(C)cc3)[C@H](c3ccccc3)C[C@H]2[C@H]2C(=O)N(c3ccccc3)C(=O)[C@H]2C1
    1.1	x
> CN(C)CCCn1c2c(c(SCC(=O)Nc3ccc4c(c3)OCCO4)nc1=O)CCCC2
    -0.2	x
> O=C1NC[C@H](CCCCN2C[C@H](Cc3ccccc3)N(CC3CCCCC3)C(=O)C2=O)N(CCC2CCCCC2)C1=O
    -7.0	x
> CCCc1cc(C(=O)OCC(=O)NCCc2ccccc2)sc1C
    0.4	x
> O=C(NCc1ccc(F)cc1)c1cc(C2CCCCN2C(=O)CCCc2ccccc2)on1 (configuration not stated)
    0.6	x
> Cc1c([N+](=O)[O-])oc2c1C(=O)NCCC2
    -0.2	x
> Cc1cc(C(=O)N2CCC2(C)C(=O)NS(=O)(=O)c2cccc(Cl)c2)nn1C (configuration not stated)
    -0.2	x
> CC1(C)C2CCC(CN)C1C2 (configuration not stated)
    1.6	x
> CC(C)(C)C(=O)Nc1ccc(N2CCN(C(=O)c3cccs3)CC2)cc1
    -0.4	x
> CC(C)(C)S(=O)N1Cc2cc(C(=O)NCC(F)(F)F)nc(-c3cccc(-c4cccc(F)c4)c3)c2[C@@H]1CCO (some centres not stated)
    0.3	x
> Cc1cccc(C)c1-n1nnnc1C(c1ccccc1OC(F)(F)F)N1CCN(C/C=C/c2ccccc2)CC1 (configuration not stated)
    4.2	x
> CCCC(=O)N1CCOCC1c1cc(C(=O)Nc2ccccc2)no1 (configuration not stated)
    -1.0	x
> O=C1Nc2cnc(Cl)nc2Nc2ccccc21
    0.3	x
> CCc1ccc([C@H]2[C@@H]3C(=O)C[C@@H]4C(=O)N(C5CCCCC5)C(=O)[C@@H]4[C@@H]3CN2S(=O)(=O)c2ccc(C)cc2)cc1
    0.8	x
> O=S1(=O)CC(N2CCCC2)CN1C1CCCC1 (configuration not stated)
    1.2	x
> OC[C@@H]1CN(CCN2CCOCC2)C[C@H](n2cnc3c(NC4CC4)ncnc32)O1
    -0.3	x
> Fc1cccc(Cc2c(-c3cccc(Br)c3)nc3ccc(Br)cn23)c1
    1.3	x
> COc1ccc(Cc2c(-c3cccc(Cl)c3)nc3ccc(C)cn23)c(C)c1
    0.7	x
> CCNC(=O)C1(C)CCN(C(=O)c2ccc(C(=O)OC)cc2)C1 (configuration not stated)
    -0.2	x
> O=C(NCc1ccco1)c1c(Cl)cccc1Cl
    -0.3	x
> Cc1ccc(C)c(C(O)c2ncc(-c3cccc4ccccc34)[nH]2)c1 (configuration not stated)
    2.1	x
> Cc1noc(C)c1NC(=O)N(C)C[C@@H]1OCc2cnnn2CCCC(=O)N([C@@H](C)CO)C[C@@H]1C
    -0.7	x
> O=C(COC(=O)c1cccc(S(=O)(=O)N2CCCCC2)c1)NCc1cccc(Cl)c1
    -0.6	x
> CC1(C)CC(=O)C=C(c2ccc(-c3cnn(Cc4ccccc4)c3)cc2)C1=O
    1.8	x
> COC(=O)CCCn1cc(CN2CC(N3CCN(Cc4ccccc4F)CC3)CS2(=O)=O)nn1 (configuration not stated)
    0.6	x
> CCOC(=O)C1=CCC2C(=O)N(CC)C(=O)C12 (configuration not stated)
    1.0	x
> CCCn1c(C)cc(C(=O)CN2C(=O)NC3(CCCCCC3)C2=O)c1C
    1.5	x
> CCNC(=O)C1(C)CCCN(Cc2cccc3c2OCCO3)C1 (configuration not stated)
    0.9	x
> O=[N+]([O-])c1ccc(CN2CC(N3CC=CC3)CS2(=O)=O)cc1 (configuration not stated)
    -1.8	x
> C[C@H]1CN([C@@H](C)CO)S(=O)(=O)c2ccc(Br)cc2O[C@H]1CN(C)C(=O)CCN1CCCCC1
    -0.5	x
> CCN(CC)CCN(C)C(c1cc2ccccc2o1)c1nnnn1C(C)(C)C (configuration not stated)
    0.5	x
> O=C(COC(=O)c1cc(=O)c2ccccc2o1)NCc1ccc(Cl)cc1
    -0.5	x

Reformatted with each value named: entries from further up.
O=[N+]([O-])c1ccc(CN2CC(N3CC=CC3)CS2(=O)=O)cc1 (configuration not stated)
  MPTP block = -1.8
  ATG4B inh = x

C[C@H]1CN([C@@H](C)CO)S(=O)(=O)c2ccc(Br)cc2O[C@H]1CN(C)C(=O)CCN1CCCCC1
  MPTP block = -0.5
  ATG4B inh = x

CCN(CC)CCN(C)C(c1cc2ccccc2o1)c1nnnn1C(C)(C)C (configuration not stated)
  MPTP block = 0.5
  ATG4B inh = x

Other results
The line under a structure holds: MPTP block	ATG4B inh
> COc1ccccc1-c1noc(CCC(=O)Nc2cccnc2)n1
    -1.7	x
> O=C(NCc1ccccc1)C(C1CC1)n1c(CSCCOc2ccccc2)nc2ccccc21 (configuration not stated)
    -0.6	x
> CCc1nnc(NC(=O)c2ccc3c(=O)n4c(nc3c2)CCC4)s1
    0.3	x
> CCOC(=O)C1(C)CCCN1C(=O)c1ccc(C(=O)OC)cc1 (configuration not stated)
    0.8	x
> CCCCCCCCN1C(=O)[C@H](CC(=O)NCCc2ccccc2OC)C[C@@]2(C(=O)OCC)CCC=C12
    -2.5	x
> CC(C)CNC(=O)C1(C)CCCN1C(=O)c1c(Cl)cccc1Cl (configuration not stated)
    0.6	x
> COc1ccc(CNC(=O)O[C@H]2Cn3c(=O)ccc(=O)n3[C@@H]3CN(S(=O)(=O)c4ccc(C)cc4)C[C@]23O)cc1OC
    -0.1	x
> COc1cccc(/C=C/C(=O)OCC(=O)NC2CCCC2)c1
    0.9	x
> Cc1ccc(C)c(N2CCN(C(c3ccccc3)c3nnnn3C(C)(C)C)CC2)c1 (configuration not stated)
    0.2	x
> COc1ccc(NC(=O)N(C)C[C@H]2OCCCC[C@H](C)Oc3ccc(NC(=O)Nc4ccc5c(c4)OCO5)cc3C(=O)N([C@@H](C)CO)C[C@@H]2C)cc1
    0.9	x
> Cc1ccc(S(=O)(=O)N2C[C@H]3n4c(=O)ccc(=O)n4C[C@H](OC(=O)NCC4CCCCC4)[C@@]3(O)C2)cc1
    1.2	x
> CCOC(=O)c1c(C)oc(=O)c(CC)c1O
    -1.8	x
> COc1ccc(F)cc1-c1cc(C(=O)NCc2cccc(C(F)(F)F)c2)[nH]n1
    -0.6	x
> COCCCNC(=O)c1csc([C@@H]2C[C@H](O)[C@@H](CO)O2)n1
    -0.4	x
> CC1CCCCC1=NNC(=O)c1ccccc1 (configuration not stated)
    -0.5	x
> COc1ccc(NC(=O)C2(C)Cc3c(-c4cccc(NC(C)=O)c4)ccnc3O2)cc1 (configuration not stated)
    -0.5	x
> C=CCn1c(SCC(=O)Nc2cc(C)on2)nc2ccccc21
    0.2	x
> COc1ccc([C@H]2C[C@H](n3cc(COC(=O)c4ccccc4)nn3)[C@@H](O)CN2Cc2cccs2)cc1
    0.3	x
> COc1ccc(C(C)C)cc1-c1cc(C(=O)NCc2cc(C(F)(F)F)cc(C(F)(F)F)c2)[nH]n1
    3.3	x
> N#Cc1ccccc1COC(=O)c1cc(S(=O)(=O)N2CCOCC2)ccc1F
    0.1	x

Record cards (already shown).
COc1ccc(NC(=O)C2(C)Cc3c(-c4cccc(NC(C)=O)c4)ccnc3O2)cc1 (configuration not stated) is entered as MPTP block = -0.5; ATG4B inh = x
CC1CCCCC1=NNC(=O)c1ccccc1 (configuration not stated) is entered as MPTP block = -0.5; ATG4B inh = x
Cc1ccc(S(=O)(=O)N2C[C@H]3n4c(=O)ccc(=O)n4C[C@H](OC(=O)NCC4CCCCC4)[C@@]3(O)C2)cc1 is entered as MPTP block = 1.2; ATG4B inh = x

(further entries)
The line under a structure holds: MPTP block	ATG4B inh
> CN(C)CCCN1c2ccc(O)cc2Sc2ccc(Cl)cc21
    1.1	x
> CCOc1ccc(Nc2ccc(S(=O)(=O)N3CCOCC3)cc2[N+](=O)[O-])cc1
    1.8	x
> CC1(c2cccc(Br)c2)NC(=O)N(CC(=O)NCCC2=CCCCC2)C1=O (configuration not stated)
    -0.8	x
> O=C1NC[C@H](CCCCN2CCN(CCC3CCCCC3)C(=O)C2=O)N(CCC2CCCCC2)C1=O
    -1.3	x
> COc1ccc(C(=O)C(=O)N2CCC(Cc3ccccc3)CC2)cc1OC
    -0.6	x
> CC(=O)Nc1cccc(-c2csc(C(C)(O)c3cccc(F)c3)n2)c1 (configuration not stated)
    0.3	x
> CCC(=O)N1CCC1(C)C(=O)Nc1ccc2c(c1)CCN2C(C)=O (configuration not stated)
    0.2	x
> C[C@@H]1CN([C@@H](C)CO)C(=O)c2cc(N(C)C)ccc2O[C@@H](C)CCCCO[C@@H]1CN(C)Cc1ccc2c(c1)OCO2
    -2.0	x
> COc1ccc(NC(=O)COC(=O)c2ccc(S(=O)(=O)N3CCCCC3)cc2)c(OC)c1
    0.8	x
> O=C1NC[C@H](CCCCN2C[C@H](Cc3ccc(O)cc3)N(CCc3ccc(O)cc3)C(=O)C2=O)N(CC2CCCCC2)C1=O
    0.5	x
> O=C(NCc1cccnc1)C1C2C=CC(C2)C1C(=O)Nc1cccc(C(F)(F)F)c1 (configuration not stated)
    -0.3	x
> COc1ccc(CC(N)c2csc(Nc3ccc(C(C)=O)cc3)n2)cc1 (configuration not stated)
    -0.9	x
> Cc1nc(N2CCN(S(=O)(=O)c3cccs3)CC2)c2c(-c3ccccc3)c(C)sc2n1
    0.0	x
> Cc1ccc(S(=O)(=O)NC[C@H]2O[C@@H](n3ccc(N)nc3=O)[C@H](O)[C@@H]2O)s1
    -0.9	x
> CCC(c1nnnn1-c1c(C)cccc1C)N1CCN(c2ccc(C(F)(F)F)cc2[N+](=O)[O-])CC1 (configuration not stated)
    0.7	x
> CCCCn1nnnc1C(c1cccc(OC)c1OC)N1CCN(C/C=C/c2ccccc2)CC1 (configuration not stated)
    -1.2	x
> CCN(CC)c1ccc(C(=O)NNC(=O)C2CCN(c3ncnc4sc(C)c(C)c34)CC2)cc1
    1.1	x
> C[C@H](CO)N1C[C@H](C)[C@@H](CN(C)C(=O)c2cnccn2)Oc2ncc(Br)cc2C1=O
    -1.0	x
> Cc1ccc(C=NNC(=O)C(=O)Nc2ccc(Cl)c([N+](=O)[O-])c2)cc1
    -3.3	x
> COc1ccccc1CNc1nc2cc(-c3sccc3C)sc2c(=O)n1C
    2.0	x
> O=C1OC2C(O)COC23OC(O)CCC13O (configuration not stated)
    0.7	x
> CC(C)C[C@H]1CN([C@@H](Cc2ccccc2)CN2CCC[C@H]2CN2C(=O)C(=O)NC[C@@H]2Cc2ccc(O)cc2)C(=O)C(=O)N1CC1CCCCC1
    -2.8	x
> CC1(C(=O)NS(=O)(=O)c2ccc(Cl)cc2)CCN1C(=O)Cc1ccsc1 (configuration not stated)
    -0.6	x
> O=C(CO)c1c[nH]c2ccccc12
    0.1	x
> CCCCNC(=O)C1(C)CCC(=O)N1CCOC (configuration not stated)
    -0.9	x
> Clc1cccc(Cc2c(-c3cccc(Br)c3)nc3ccc(Br)cn23)c1
    3.8	x
> Cc1cccc(CN(C)C[C@H]2OCc3cnnn3CCCC(=O)N([C@H](C)CO)C[C@@H]2C)c1
    0.7	x
> CCN1C(=O)[C@@H]2[C@@H]3CN(S(=O)(=O)c4ccc(C)cc4)[C@@H](c4ccccc4F)[C@@H]3C(=O)C[C@@H]2C1=O
    -0.5	x
> O=C(C[C@H]1CC[C@@H]2[C@H](COC[C@@H](O)CN2Cc2ccc(Cl)cc2)O1)NCCc1ccccc1
    -1.0	x
> Cc1cc(C)c(Cn2c(=O)[nH][nH]c2=O)cc1Cn1c(=O)[nH][nH]c1=O
    0.2	x
> CCCNC(=O)C1(C)CCN(Cc2ccc(Oc3ccccc3)cc2)C1 (configuration not stated)
    1.3	x
> Cc1ccc(S(=O)(=O)N2CCOCC2)cc1NC(=O)COC(=O)C1CCC1
    -0.3	x
> O=C(NCCc1ccccc1)Nc1nnc([C@@H]2C[C@H](O)[C@@H](CO)O2)s1
    -0.7	x
> CC(NC(=O)C1CCN(CCOc2ccc(Cl)cc2)CC1)c1cccc2ccccc12 (configuration not stated)
    4.2	x
> COc1ccc(C(=O)Nc2ccc3nc4n(c(=O)c3c2)CCCCC4)cc1OC
    -0.5	x
